Kir21 block: blocks the mouse Kir2.1 inward-rectifier potassium channel; P35561; HEK293-Kir2.1, FluxOR thallium flux fluorescence; stronger effect = lower value; B-score at 10 µM; hit rate 0.85% among 310,000;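 active = fluorescence ratio B-score at or below minus 3 SD of library scores, with starting-brightness B-score within 2 SD, cut at about -4.2 in these data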;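 note: channel flux triggered by added potassium and thallium sulfate stimulus; B-score of peak minus minimum fluorescence over baseline after thallium stimulus; more negative B-score means stronger Kir2.1 block with less thallium influx; some compounds called inactive have numbers as strong as hits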
Target sequence (P35561 whole entry, looked up): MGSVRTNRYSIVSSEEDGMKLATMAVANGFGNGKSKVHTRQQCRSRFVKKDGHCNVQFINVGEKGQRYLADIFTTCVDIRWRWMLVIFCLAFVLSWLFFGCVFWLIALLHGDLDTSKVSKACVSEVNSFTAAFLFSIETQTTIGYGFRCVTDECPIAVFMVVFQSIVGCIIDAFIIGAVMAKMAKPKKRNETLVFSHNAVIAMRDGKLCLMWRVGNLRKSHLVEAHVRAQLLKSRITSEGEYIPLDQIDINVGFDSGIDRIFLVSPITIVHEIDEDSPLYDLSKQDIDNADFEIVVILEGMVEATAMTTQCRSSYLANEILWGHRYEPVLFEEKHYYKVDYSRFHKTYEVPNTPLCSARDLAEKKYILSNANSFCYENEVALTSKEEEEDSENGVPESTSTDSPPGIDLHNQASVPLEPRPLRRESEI
STK33 inh: inhibitors of human STK33 kinase | Q9BYT3 | purified STK33, MBP phosphorylation, ADP-Glo luminescence | inhibition, % at 10 µM | hit rate 0.073% among 320,000 | AID 2661;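 active = inhibition at or above 25%, using the most active replicate where run in duplicate; inactive = inhibition below 25%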
Target sequence (Q9BYT3 whole entry, looked up): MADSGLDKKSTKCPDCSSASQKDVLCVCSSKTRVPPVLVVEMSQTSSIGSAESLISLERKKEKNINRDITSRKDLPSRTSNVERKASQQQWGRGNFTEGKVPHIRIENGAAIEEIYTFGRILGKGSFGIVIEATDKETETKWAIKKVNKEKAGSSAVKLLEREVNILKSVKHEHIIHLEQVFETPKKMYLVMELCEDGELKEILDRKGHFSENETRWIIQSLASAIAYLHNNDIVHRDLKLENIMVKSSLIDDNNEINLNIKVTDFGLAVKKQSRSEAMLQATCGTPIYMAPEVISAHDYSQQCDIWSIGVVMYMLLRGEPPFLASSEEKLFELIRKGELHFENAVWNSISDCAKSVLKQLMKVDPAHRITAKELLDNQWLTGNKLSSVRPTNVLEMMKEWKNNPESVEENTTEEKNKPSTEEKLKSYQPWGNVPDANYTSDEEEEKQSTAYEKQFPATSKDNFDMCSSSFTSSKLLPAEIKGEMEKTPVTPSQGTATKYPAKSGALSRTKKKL
* marks the source's active call; other numbers are inactive results; . = no result given.

SMILES	Kir21 block	STK33 inh
O=C(CSc1n[nH]c(=O)n1Cc1ccco1)c1ccc2c(c1)OCCO2	-0.49	-1.3
CCc1cc2cccc(C)c2nc1SCC(=O)NC1CCCC1	-2.51	0.8
Cc1ccc(S(=O)(=O)NCC(=O)OCCOc2ccc(Br)cc2)cc1	.	-2.5
Cc1cc(C)nc(SCc2nnc(SCC(=O)O)n2-c2ccccc2)n1	1.09	-1.5
O=C(CC1SC(=Nc2ccccc2)N(CCCO)C1=O)Nc1ccc(Cl)cc1 (stereo not given)	0.48	3.6
CN(C)c1ccc(S(=O)(=O)N(C)C)cc1NC(=O)Cc1cccc2ccccc12	0.72	0.1
COc1ccc(C)cc1Nc1n[n+](C)c(-c2ccc(O)cc2O)s1	0.5	0.1
CC(C)N(C(=O)C(F)(F)F)C(C(=O)NC1CCCCC1)c1ccncc1 (stereo not given)	0.79	-0.4
CCCN1C(=O)/C(=C/c2ccc(OCc3ccc(C(=O)O)cc3)c(OC)c2)NC1=S	1.38	0.8
Cc1ccc(S(=O)(=O)N2CCN(C(=O)c3cc(S(=O)(=O)N(C)C)ccc3N3CCCC3)CC2)cc1	1.48	-0.8
COc1cccc(NC(=O)COC(=O)c2nc3nccc(C)n3n2)c1	1.87	0.0
CNC(=S)Nc1cccc(C(=O)OC)c1	0.64	-2.7
CCOC(=O)c1cc2occc2n1CC(=O)NC1CCC(C)CC1 (stereo not given)	-0.08	-2.5
CCCc1nc2c(nnn2Cc2ccccc2Cl)c(=O)[nH]1	0.69	-0.7
COc1ccc(F)c(CN2CCN(CCc3ccccc3)C(CCO)C2)c1 (stereo not given)	1.46	-3.9
COc1ccc(C(=O)NN=C2CCCC2)cc1	0.21	-1.9
COc1ccc(C(c2c(C)[nH]n(-c3ccccc3)c2=O)c2c(C)[nH]n(-c3ccccc3)c2=O)cc1OC	-0.55	-1.4
CC(=O)Cn1c(CN2CCN(C(=O)c3ccco3)CC2)nc2c1c(=O)n(C)c(=O)n2C	-0.83	1.4
CC(=O)N[C@H]1C[C@@H]1c1ccccc1	0.24	-0.5
O=C(CCCCl)Nc1c2c(nn1-c1ccccc1)CSC2	0.84	-0.4

Brought forward from above: five compounds; new compounds follow.
SMILES	Kir21 block	STK33 inh
COc1ccc(C(=O)NN=C2CCCC2)cc1	0.21	-1.9
COc1ccc(C(c2c(C)[nH]n(-c3ccccc3)c2=O)c2c(C)[nH]n(-c3ccccc3)c2=O)cc1OC	-0.55	-1.4
CC(=O)Cn1c(CN2CCN(C(=O)c3ccco3)CC2)nc2c1c(=O)n(C)c(=O)n2C	-0.83	1.4
CC(=O)N[C@H]1C[C@@H]1c1ccccc1	0.24	-0.5
O=C(CCCCl)Nc1c2c(nn1-c1ccccc1)CSC2	0.84	-0.4
CCOC(=O)c1c(NC(=O)COC(=O)c2nccnc2N)sc(C(=O)N(C)C)c1C	-0.61	-4.5
COc1ccc(CCNC(=O)C2CCN(Cc3nc(-c4ccccc4F)oc3C)CC2)cc1OC	-0.76	9.7
Cc1nc2scc(-c3ccc(C(C)C)cc3)c2c(=O)n1N	-0.02	-1.0
Cn1c(=O)c(=O)n(C)c2cc(S(=O)(=O)NCCOc3ccccc3Cl)ccc21	-1.98	-0.9
COc1ccc(-n2cnc3ccccc32)cc1	-0.85	-0.4
CCc1ccccc1OCC(=O)Nc1ccc(S(N)(=O)=O)cc1	-0.24	0.7
CCOC(=O)N1CCC(NC(=O)c2ccc(CS(=O)c3ccc(Cl)cc3)o2)CC1 (stereo not given)	1.07	0.2
Cc1noc(C)c1CSc1nnc2sc3ccccc3n12	-0.03	-3.1
COc1ccccc1C(CNC(=O)C1COc2ccccc2O1)N1CCCC1 (stereo not given)	.	0.1
COc1ccc(CN2C(=O)CNC2=S)cc1	-0.44	-0.3
Cc1ccc(NC(=O)CCn2cccc2)cc1F	-1.19	-0.1
Cc1ccc(N(CC(=O)NCCSc2nc3ccccc3s2)S(=O)(=O)c2ccccc2)c(C)c1	0.02	-0.8
Cc1ccc(CNC(=O)Nc2ccc(OC(F)(F)F)cc2)n1C	0.14	-1.1
O=C1C(Nc2ccccc2)=CC(c2ccc(O)cc2)N1c1ccccc1 (stereo not given)	1.98	-2.7
Nc1nonc1-n1nnc(C(=O)N/N=C/c2ccc(Cl)cc2)c1-c1ccc2c(c1)OCO2	1.53	-0.6
C=CCn1c(SCC2CCCCO2)nc2sc(CC)cc2c1=O (stereo not given)	0.28	-0.3
Cc1cc(C)cc(NC(=O)c2ccc(CSc3nnc(C)s3)cc2)c1	-0.14	-1.0
Cc1ccc(NC(=O)[C@H](CC(C)C)NC(=O)[C@@H]2Cc3ccccc3CN2)cc1	-1.22	-1.4
Cc1ccc(C(=O)CSc2ccc(-c3cccnc3)nn2)cc1	0.41	-1.1
COc1cc(SC#N)ccc1N=Cc1c(C)[nH]n(-c2ccc(C)cc2C)c1=O	-3.55	-0.1
CCOC(=O)c1ccc2[nH]c3c(c2c1)CN(C)CC3	-0.78	1.5
COc1ccc(-c2cc(C(=O)NC(C(=O)O)C(C)C)c(C)o2)cc1OC (stereo not given)	-0.97	-0.3
COc1ccc(/C=C(\NC(=O)c2ccco2)C(=O)NCc2ccco2)cc1	-1.4	-1.9
OC1(c2ccccc2)CCN(Cc2ccccc2)C2CCCCC21 (stereo not given)	-4.2	-1.2
Cc1ccc(S(=O)(=O)CC(c2ccccc2)N2CCOCC2)cc1 (stereo not given)	-1.13	-1.4
CC(C)Nc1nc(NC(C)(C)C)nc(Oc2ccc(=O)n(C)n2)n1	-0.47	-1.0
CC1=CN2C(=NC(=O)CC2(C)C(=O)N(CC(=O)NC2CCCC2)c2cc(C)cc(C)c2)C=C1 (stereo not given)	1.3	-1.9
CCCN(CC(=O)Nc1ccccc1OC)C(=O)c1cnc(Cl)c(Cl)c1	0	-0.2
COc1ccc(NC(=O)CCOc2ccccc2F)cc1S(=O)(=O)N1CCCCC1	.	0.2
O=C(NCc1ccco1)c1cc([N+](=O)[O-])ccc1Cl	0.38	-0.1

The closing 7 records of the part before open the next one.
SMILES	Kir21 block	STK33 inh
OC1(c2ccccc2)CCN(Cc2ccccc2)C2CCCCC21 (stereo not given)	-4.2	-1.2
Cc1ccc(S(=O)(=O)CC(c2ccccc2)N2CCOCC2)cc1 (stereo not given)	-1.13	-1.4
CC(C)Nc1nc(NC(C)(C)C)nc(Oc2ccc(=O)n(C)n2)n1	-0.47	-1.0
CC1=CN2C(=NC(=O)CC2(C)C(=O)N(CC(=O)NC2CCCC2)c2cc(C)cc(C)c2)C=C1 (stereo not given)	1.3	-1.9
CCCN(CC(=O)Nc1ccccc1OC)C(=O)c1cnc(Cl)c(Cl)c1	0	-0.2
COc1ccc(NC(=O)CCOc2ccccc2F)cc1S(=O)(=O)N1CCCCC1	.	0.2
O=C(NCc1ccco1)c1cc([N+](=O)[O-])ccc1Cl	0.38	-0.1
O=C(NCc1ccccc1)c1ccc2c(c1)OCCO2	1.65	0.4
CCCCNc1ncnc2sc3c(c12)CCN(CCC)C3	-1.21	0.7
Cc1cc(C)n(-c2ccc(C(=O)OCC(=O)NC(c3ccccc3)c3ccccc3)cc2)n1	2.46	-3.0
N#Cc1cn(CC(=O)O)c2ccccc12	-1.5	8.3
O=C(CCNS(=O)(=O)c1ccc(Cl)cc1)NCc1ccccn1	0.25	-2.0
Cc1cnc(C)c(N2CCN(Cc3nc(-c4ccc(C)o4)oc3C)CC2)n1	1.18	1.3
CSCC[C@H](NC(=O)Nc1ccc(S(N)(=O)=O)cc1)C(=O)O	0.87	-1.1
CC(C)CN(C(=O)CSc1nc2ccccc2c(=O)n1C)C1CCS(=O)(=O)C1 (stereo not given)	.	1.5
Cc1ccc(NS(=O)(=O)c2cc(C(=O)N3CCN(C)CC3)ccc2C)cc1C	1.12	-0.1
CCCN1CCN(C(=O)CCCNC(=O)Cn2cnc3sc(C)c(C)c3c2=O)CC1	-0.72	-0.1
CCn1ncc(C(=O)Nc2ccc(S(=O)(=O)N3CCCC3)cc2)c1C	-1.36	4.8
COc1cccc(NC(=O)C2CSC3(C)CCC(=O)N23)c1 (stereo not given)	-0.5	-0.3
CCC(C)NC(=O)c1ccc(N2CCC3(CC2)OCCO3)c([N+](=O)[O-])c1 (stereo not given)	0.4	1.6
CN(C(=O)c1ccncc1)c1ccccc1	-0.04	0.6
COc1ccccc1C(=O)NC(=S)Nc1ccccc1N1CCCC1	0.3	2.6
Cc1ccccc1C(=O)NCC(c1ccco1)N1CCc2ccccc2C1 (stereo not given)	-1.19	0.2
CC(=O)Nc1cccc(/C(C)=N/NC(=S)NC(C)C)c1	-0.84	-2.0
COc1ccc(N2CCN(C(=O)CN(C)S(=O)(=O)c3cccs3)CC2)cc1	0.76	-0.4
CCC1(c2ccccc2)NC(=O)N(CC(=O)Nc2ccc(N3CCOCC3)cc2)C1=O (stereo not given)	.	-0.6
COc1ccccc1/C=C1\SC(=O)N(CCC(=O)N(C)C2CCS(=O)(=O)C2)C1=O (stereo not given)	1.27	-1.6
CN(C)/C=C1\C(=O)N(c2ccc([N+](=O)[O-])cc2)N=C1c1ccccc1	-1.21	0.2
C=C(C)CNC(=S)N/N=C(\C)c1ccc(Cl)s1	0.23	-1.7
COc1ccc2c(c1)c(C)cc[n+]2Cc1ccccc1	0.08	0.3
CC(C)C(=O)NC(=S)Nc1ccc(S(=O)(=O)NC(C)(C)C)cc1	0.12	-3.8
O=C1c2ccccc2C(Nc2ccc3c(c2)OCCO3)N1Cc1ccco1 (stereo not given)	-1.27	0.1
O=C(CN(c1ccccn1)S(=O)(=O)c1ccccc1)N/N=C/c1cccc([N+](=O)[O-])c1	-0.72	-0.6
COc1ccc(-c2nn(Cc3ccccc3)cc2C(=O)N2CCN(c3ncccn3)CC2)cc1OC	.	-0.1
COCCSc1nnc(-c2cnccn2)o1	-0.9	-0.4
CCCCn1c(N)c(N(CC(C)C)C(=O)c2cccc(S(=O)(=O)N3CCCCC3)c2)c(=O)[nH]c1=O	-0.26	-0.1
O=C1C(CCS(=O)c2ccccc2)C(=O)N(c2ccccc2)N1c1ccccc1 (stereo not given)	0.14	-0.8
NC(=O)CN1C(=O)C(=O)N(Cc2ccccc2)C1=O	0.59	0.8
CC[C@@]12C(=O)N(c3cccc(C)c3)C(=O)N1[C@H](c1ccc(Br)cc1)[C@@H]1C(=O)N(C(C)(C)C)C(=O)[C@@H]12	-0.42	2.8
CC1(C)Cc2c(cnn2-c2cccc(F)c2)C(NC(=O)CCc2cnccn2)C1 (stereo not given)	-0.34	-0.8
COc1ccc(C(CC(=O)N2CCN(c3ccccc3)CC2)c2c(O)cc(OC)cc2OC)cc1 (stereo not given)	0.83	-0.5
Cc1noc(C)c1COc1ccccc1C(=O)NCc1ccccc1Cl	-2.87	-0.2
CCCC(=O)Nc1ccc(C(=O)COC(=O)C2CC2C)cc1 (stereo not given)	.	-1.0
Cn1c(=O)[nH]c(=O)c2c1nc(N1CCCC1)n2CCCSc1nc2ccccc2o1	0.51	-1.1
NC(=O)CSc1nnc(-c2ccccc2)c(-c2ccccc2)n1	-0.87	-1.4
CCOCCCN(C(=O)CCC(=O)Nc1cc(C)on1)C(C(=O)NC(C)(C)C)c1ccccc1Cl (stereo not given)	0.02	1.6
COC(=O)C1=CN(Cc2ccc(C)cc2)C=C(C(=O)OC)C1c1cc(OC)c(OC)c(OC)c1	0.2	-0.8
Cc1cccc(C(C)C)c1NC(=O)COC(=O)COc1ccc2c(C)cc(=O)oc2c1	-0.47	1.5
COc1cc(NC(=O)c2ccccc2)c(OC)cc1Cl	-1.19	-1.7
Cc1ccc(-c2nc(NC(=O)CSc3ncn[nH]3)ns2)cc1	-1.59	-0.7
CCCn1nc(C(=O)Nc2ccc(N3CCOCC3)cc2)c2ccccc2c1=O	.	-0.1
N#Cc1c(C(F)(F)F)cc(-c2cccs2)nc1SCc1ccc(Cl)nc1	-0.25	-1.0
CC(OC(=O)c1ccc(NC(=O)CC#N)cc1)C(=O)Nc1nc(-c2ccccc2)cs1 (stereo not given)	-0.46	.
O=C(Nc1ccccc1OC(=O)c1ccc(Cl)cc1)c1ccc(Cl)cc1	0.71	-1.7
Cc1ccc(C(=O)CN(C(=O)c2ccc(Cl)c(Cl)c2)N2C(=O)C3C4C=CC(C4)C3C2=O)cc1 (stereo not given)	2.35	-1.8
COc1cccc(/C=C/C(=O)OCC(=O)Nc2ccc(N3CCOCC3)cc2)c1OC	0.61	0.1
CCOc1ccc2nc(N3C(=O)/C(=C/c4ccc(Cl)cc4)NC3=S)sc2c1	2.47	.
Next entries follow.
SMILES	Kir21 block	STK33 inh
COc1ccccc1-c1sc2cc3c(cc2c1-c1ccc2c(c1)OCO2)OCO3	.	-1.0
Cc1[nH]c(=O)c(C#N)c(C)c1CCC(=O)Nc1cc(S(C)(=O)=O)ccc1Cl	0.05	-0.4
CCOc1ccc(C(=O)N2CCN(c3ccccn3)CC2)cc1OCC	-0.81	-2.0
CCOC(=O)C1CCCN(C(=S)NC2CCCCC2)C1 (stereo not given)	-0.14	-1.5
Cc1cc(C(=O)c2cnc(/N=C/N(C)C)s2)c(F)cc1Cl	-0.79	.
O=C(NC1CC2CCC(C1)N2Cc1ccccc1)c1cccc(F)c1 (stereo not given)	-0.54	0.0
CCn1c(=O)cc(N2CCN(Cc3ccccc3)CC2)[nH]c1=O	0.71	0.0
Cc1c(NC(=O)C(C)OC(=O)Cc2ccc(F)cc2)c(=O)n(-c2ccccc2)n1C (stereo not given)	1.84	-2.1
C=CCSc1nc(N)c2c(C)c(C)sc2n1	0.9	-0.8
CC(C)(CC(=O)O)CC(=O)N1CCCN(c2nccc(C(F)(F)F)n2)CC1	2.14	4.1
Cc1ccc(Nc2cc(C)c(O)c(C)c2)cc1	-0.75	-0.1
CSc1sc(C(=O)NNC(=O)c2ccc(Cl)cc2)c2c1C=CCC2	-0.29	-0.2
CC(C)c1nc(SCC(=O)Nc2cccc3ccccc23)n[nH]1	.	-1.5

Screens from PubChem.
